Screening results: PubChem BioAssay, The Scripps Research Institute Molecular Screening Center
PAFAH1B2 inh: blocks human PAF acetylhydrolase 1b catalytic subunit 2. inhibition, % at 3.39 µM. actives 1.2% (n = 340,000). recombinant PAFAH1B2, FP-rhodamine activity probe, fluorescence polarization;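 active = inhibition above the mean of all tested compounds plus 3 SD, cut at about 24% in these data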;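 also: 0% = enzyme with DMSO and 100% = wells lacking PAFAH1B2; many of its hits are not listed in these tables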
PAFAH2 inh: PAFAH2 (human) inhibition; inhibition, % at 3.39 µM; actives 0.99% (n = 340,000); recombinant PAFAH2, FP-rhodamine activity probe, fluorescence polarization; Q99487;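 active = inhibition above the mean over all tested compounds plus 3 SD, cut at about 30% in these data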;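 also: inhibitors block probe labeling of enzyme so polarization drops; 0% = enzyme with DMSO and 100% = wells lacking PAFAH2 protein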
PME-1 primary: PME-1 (human) inhibition. recombinant PME-1, FP-Rh probe fluorescence polarization. actives 0.53% (n = 320,000). Q9Y570. AID 2130. inhibition, % at 5.9 µM;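 active = inhibition above the campaign mean of all compounds plus 3 SD, cut at about 26% in these data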;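 also: competitive labeling of PME-1 active site by serine hydrolase directed probe; 0% = PME-1 with DMSO and 100% = wells lacking PME-1 enzyme; inhibitors block probe labeling so polarization falls and inhibition rises; many of its hits are not listed in these tables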
Target sequence (Q9Y570 whole entry, looked up): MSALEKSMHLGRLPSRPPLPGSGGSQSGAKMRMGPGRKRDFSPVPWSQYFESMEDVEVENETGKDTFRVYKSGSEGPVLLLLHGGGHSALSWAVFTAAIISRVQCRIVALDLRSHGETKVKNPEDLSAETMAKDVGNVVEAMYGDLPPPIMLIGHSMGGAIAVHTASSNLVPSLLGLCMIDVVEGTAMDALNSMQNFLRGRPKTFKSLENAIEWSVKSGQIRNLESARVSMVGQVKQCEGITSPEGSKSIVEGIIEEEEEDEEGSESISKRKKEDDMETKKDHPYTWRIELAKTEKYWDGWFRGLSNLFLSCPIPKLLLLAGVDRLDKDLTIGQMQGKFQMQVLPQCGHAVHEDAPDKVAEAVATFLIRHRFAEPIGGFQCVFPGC
LYPLA1 inh: blocks human lysophospholipase 1, a PME1 counter-screen. O75608. actives 0.16% (n = 320,000). inhibition, % at 5.9 µM. recombinant LYPLA1, FP-Rh probe fluorescence polarization;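 active = inhibition above the mean of all tested compounds plus 3 SD, set per campaign, cut at about 14% in these data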;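 also: inhibitors block serine hydrolase probe labeling of LYPLA1 so polarization falls; 0% = enzyme with DMSO and 100% = wells lacking LYPLA1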
GSTO1 counter: blocks human GSTO1 in RBBP9 counter-screen; P78417; recombinant GSTO1, activity-based probe fluorescence polarization; inhibition, % at 5.96 µM; actives 1.1% (n = 300,000); AID 1974;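 active = inhibition above the campaign mean inhibition plus 3 SD, cut at about 35% in these data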;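 also: 0% = GSTO1-1 with DMSO and 100% = wells lacking GSTO1-1 enzyme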
Target sequence (P78417 whole entry, looked up): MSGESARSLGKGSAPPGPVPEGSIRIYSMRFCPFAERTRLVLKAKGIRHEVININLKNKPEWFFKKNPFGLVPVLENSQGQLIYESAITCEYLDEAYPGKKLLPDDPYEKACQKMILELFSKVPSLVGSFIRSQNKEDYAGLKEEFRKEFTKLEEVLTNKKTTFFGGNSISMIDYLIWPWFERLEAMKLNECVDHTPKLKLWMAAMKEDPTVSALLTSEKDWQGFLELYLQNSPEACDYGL
pPAFAH FP inh: inhibitors of human plasma PAF acetylhydrolase (pPAFAH) | recombinant pPAFAH, FP-rhodamine probe fluorescence polarization | inhibition, % at 3.39 µM | actives 1.5% (n = 330,000) | AID 463082;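 active = inhibition above the mean inhibition across the screen plus 3 SD, cut at about 25% in these data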;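 also: inhibitors block binding of the rhodamine activity-based probe so polarization drops; 0% = enzyme with DMSO and 100% = wells lacking pPAFAH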
PAFAH1B3 inh: PAFAH1B3 (human) inhibition; recombinant PAFAH1B3, FP-rhodamine probe, fluorescence polarization; inhibition, % at 3.39 µM; actives 0.28% (n = 340,000); AID 492972;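 active = inhibition above the screen-wide average of all tested compounds plus 3 SD, cut at about 25% in these data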;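 also: 0% = enzyme with DMSO only and 100% = wells lacking PAFAH1B3 protein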
PAD4 inh: PAD4 (human) enzyme inhibition. Q9UM07. recombinant PAD4, RCA probe fluorescence polarization. inhibition, % at 6.36 µM. actives 0.41% (n = 330,000). AID 485272;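 active = percent inhibition above a cutoff equal to the mean of all tested compounds plus 3 SD, cut at about 15% in these data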;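 also: 0% = PAD4 with RCA probe and DMSO and 100% = probe without PAD4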
LYPLA2 counter: LYPLA2 (human) inhibition in PME1 counter-screen; O95372; recombinant LYPLA2, FP-Rh probe fluorescence polarization; inhibition, % at 5.9 µM; actives 0.38% (n = 320,000); AID 2177;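 active = inhibition above the screen-wide mean plus 3 SD, limit set per campaign, cut at about 26% in these data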;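 also: 0% = LYPLA2 with DMSO and 100% = wells lacking LYPLA2 enzyme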
Target sequence (O95372 whole entry, looked up): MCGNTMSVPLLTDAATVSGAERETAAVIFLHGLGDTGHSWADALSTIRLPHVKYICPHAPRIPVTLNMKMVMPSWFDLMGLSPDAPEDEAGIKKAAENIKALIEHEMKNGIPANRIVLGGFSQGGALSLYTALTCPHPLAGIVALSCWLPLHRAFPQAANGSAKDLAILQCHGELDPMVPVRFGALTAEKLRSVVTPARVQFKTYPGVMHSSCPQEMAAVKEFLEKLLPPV
Starred values were filed as active, the others as inactive; . = not tested or not shown.

SMILES | PAFAH1B2 inh | PAFAH2 inh | PME-1 primary | LYPLA1 inh | GSTO1 counter | pPAFAH FP inh | PAFAH1B3 inh | PAD4 inh | LYPLA2 counter
N=c1oc2ccc(Br)cc2cc1C(=O)NCc1ccc(F)cc1 | 10 | -1 | -3 | -2 | -1 | 1 | 4 | 0 | 6
CCSc1nc(C2CC2)cc(-c2cccs2)c1C#N | 1 | 2 | -6 | 0 | 4 | 3 | -4 | -2 | 0
Cc1ccc2nc3c(c(Nc4ccccc4)c2c1)CCC3 | -1 | -3 | -4 | -4 | 8 | 6 | 4 | -1 | -4
O=C(CN(C(=O)c1ccccc1Cl)C1CCCCC1)Nc1ccc(Cl)c([N+](=O)[O-])c1 | -13 | -31 | -45 | -32 | 8 | -7 | -21 | -4 | -58
COc1ccc(/C=C2/N=C(c3cccs3)OC2=O)cc1OC(C)C | 3 | 4 | 1 | -1 | 2 | 0 | 4 | -6 | -3
O=C(Nc1ccc(Br)c2ccccc12)c1ccc2ccccc2c1O | 18 | 48* | 26 | -5 | -4 | 36* | 22 | 0 | 9
CCC(=O)Nc1ccc(Cl)c(NC(=S)NC(=O)COc2ccccc2)c1 | 3 | 6 | -5 | -4 | 1 | 2 | 6 | -4 | -5
O=C(Nc1ccccc1)Nc1ccc(Oc2cccnc2)nc1 | 6 | 1 | -2 | 0 | -1 | 5 | 15 | -1 | 8
CCCN(CCC)S(=O)(=O)c1ccc(C(=O)Nc2nc3c(s2)CCc2ccccc2-3)cc1 | 5 | -7 | -3 | -4 | 6 | 0 | 0 | -2 | 2
COc1ccccc1N1CCN(CC(=O)c2ccc(F)cc2)CC1 | 6 | -5 | 2 | -3 | 5 | -3 | 3 | 1 | 2
CCC(=O)NC(C)C(c1cccs1)N1CCN(Cc2ccccc2)CC1 (stereo not given) | 2 | -9 | -3 | 3 | 1 | -4 | 0 | -2 | -4
Cc1cc(N2C(=O)C(O)=C(C(=O)c3cc4ccccc4o3)C2c2cccc(Cl)c2)no1 (stereo not given) | -2 | 8 | -9 | -2 | -61 | 6 | 7 | 2 | 1
CCOC(=O)c1ccc(NCc2ccncc2)cc1 | 6 | 1 | 2 | 0 | 1 | 3 | -2 | 0 | 4
COc1cccc(NC2C=CS(=O)(=O)C2)c1 (stereo not given) | 4 | 5 | -2 | 5 | -1 | 6 | 0 | 2 | 12
O=c1c2ccccc2[nH]c(=S)n1CCCN1CCN(c2ccccc2F)CC1 | 4 | -9 | 3 | 2 | 3 | 1 | 3 | -4 | 0
C/C(=N\OCC(=O)NC12CC3CC(CC(C3)C1)C2)c1cc2ccccc2o1 | 0 | 14 | 4 | -3 | -3 | 4 | -4 | -1 | -5
CCOc1cc(CN2CCCCCC2)ccc1OC | 3 | 5 | -5 | 0 | 0 | -2 | 6 | -2 | -1
Cc1ccc(NC(=O)c2sc3ccccc3c2Cl)nc1 | -2 | 4 | 0 | 3 | 2 | 0 | 4 | -8 | 2
COc1cc(C(=O)NNC(=O)CNC(=O)C2CCCCC2)ccc1OC(C)C | -1 | 2 | . | . | . | -2 | 5 | 0 | .
CC(Oc1ccccc1F)c1nnc(SCC(=O)NCc2ccc3c(c2)OCO3)o1 (stereo not given) | 2 | -7 | -5 | -3 | . | 7 | -3 | -4 | 2
CCc1ccc(-c2nc(CN3CCC(C(=O)NCCc4ccc(OC)c(OC)c4)CC3)c(C)o2)cc1 | -1 | -5 | -5 | 4 | -1 | 1 | 3 | 2 | 2
O=C(/C=C/c1ccccc1)NCCSCc1ccc(Cl)cc1 | 4 | 11 | -4 | -2 | -1 | 5 | 3 | 2 | 6
CC(C)(C)NS(=O)(=O)c1ccc(NC(=S)NC(=O)C2CC2)cc1 | 5 | -4 | 12 | -2 | -4 | 7 | 12 | 0 | 0
COc1ccccc1CNC(=O)C1CC2Cn3c(nc4cc(C)c(C)cc43)C2N1C (stereo not given) | -6 | -2 | -4 | -4 | 6 | 2 | 2 | 4 | -2

Next section; the last two above are carried over.
SMILES | PAFAH1B2 inh | PAFAH2 inh | PME-1 primary | LYPLA1 inh | GSTO1 counter | pPAFAH FP inh | PAFAH1B3 inh | PAD4 inh | LYPLA2 counter
CC(C)(C)NS(=O)(=O)c1ccc(NC(=S)NC(=O)C2CC2)cc1 | 5 | -4 | 12 | -2 | -4 | 7 | 12 | 0 | 0
COc1ccccc1CNC(=O)C1CC2Cn3c(nc4cc(C)c(C)cc43)C2N1C (stereo not given) | -6 | -2 | -4 | -4 | 6 | 2 | 2 | 4 | -2
CC(=O)c1ccc(NC(=O)CCNS(=O)(=O)c2cccc3nonc23)cc1 | 7 | -2 | 2 | 0 | 6 | 15 | 10 | -5 | -3
Cc1ccc(C(=O)/C=C/NCc2ccc(F)cc2)cc1 | 1 | -1 | -4 | 1 | 2 | 3 | 4 | -5 | 3
O=[N+]([O-])c1c(-c2cn[nH]c2)n[nH]c1-c1cn[nH]c1 | 2 | 2 | 5 | 1 | -11 | 4 | 10 | -2 | 4
CCC(=O)Nc1ccc(OCc2nnc3c4ccccc4c(C)nn23)cc1 | 5 | -3 | -6 | -3 | 9 | -2 | 7 | -4 | 1
CCCc1[nH]nc2c1C(c1ccc(OC)cc1OC)C(C#N)=C(N)O2 (stereo not given) | 5 | 5 | -1 | 1 | -5 | 5 | 4 | -3 | 3
COc1ccc(CNC(=O)CN2C(=O)CSc3ccc(S(=O)(=O)N4CCCCC4)cc32)cc1 | -1 | -3 | 3 | -3 | -3 | 5 | 5 | 2 | -1
Cc1c(C(=O)N2CCC(C(N)=O)CC2)sc(N)c1C#N | 3 | -3 | 4 | -1 | 2 | -1 | 2 | 4 | -5
CC(C)Oc1ccc(CCC(=O)NNC(=S)Nc2ccccc2)cc1 | 2 | -1 | 2 | 1 | 1 | 1 | 0 | 7 | 4
COc1ccccc1C(=O)N=c1sc2c(C)ccc(OC)c2n1C | -4 | -2 | 13 | -2 | -4 | -1 | 0 | -4 | 2
CC(NC(=O)C(NS(=O)(=O)c1cccc2nsnc12)C(C)C)c1ccccc1 (stereo not given) | -2 | -2 | 1 | 0 | 9 | 2 | -5 | -1 | 3
O=C(NCc1cccs1)Nc1cc(Cl)ccc1Cl | -2 | -3 | 0 | 0 | -5 | 4 | -11 | 0 | -6
FC(F)Oc1ccc(-n2cc(-c3ccc(Cl)cc3)[n+]3c2CCCCC3)cc1 | 3 | 5 | -1 | 1 | -4 | -6 | 0 | -1 | -1
COCCN1CCn2c(nc3cc(NC(=O)NC4CCCCC4)ccc32)C1 | 5 | -1 | 5 | -5 | -11 | 10 | 1 | -4 | -2
CSc1ccc(S(=O)(=O)N2CCC(C(=O)Nc3ccccc3C(F)(F)F)CC2)cc1 | 0 | -1 | 8 | 3 | 5 | 2 | 9 | 2 | 3
O=C(NCCO)c1ccc2[nH]c3ccccc3c2c1 | 3 | 2 | -5 | 0 | -3 | 8 | 4 | 0 | 3
CCN(CC)C1CC(=O)N(c2cccc(Cl)c2)C1=O (stereo not given) | 0 | -8 | -4 | 3 | 3 | 4 | 2 | 0 | 2
O=S(=O)(/N=C(/Nc1cccnc1)c1ccccc1)c1ccc(F)cc1F | 3 | -2 | . | . | . | 0 | 6 | -5 | .
CC1=CC(C)(C)N(C(=O)CN2C(=O)CCC2=O)c2ccc(C)cc21 | -2 | 2 | 2 | -1 | 1 | 4 | -7 | 1 | 7
CCOC(=O)C(NC(=O)CC(C)C)(Nc1cc(C)on1)C(F)(F)F (stereo not given) | 3 | 1 | 2 | -2 | 4 | 4 | 6 | -1 | 2
C#CCOCCOCCOCCNc1nc(OC)nc(N2CCN(C(=O)[C@H](CCC(=O)O)n3cc(C(N)CO)nn3)CC2)n1 (stereo not given in full) | -1 | 2 | 3 | 4 | -3 | -5 | 7 | -5 | 3
COc1ccc(C2=NN(C(=O)c3ccccc3)C(c3cccc([N+](=O)[O-])c3)C2)cc1 (stereo not given) | 7 | 7 | -2 | -1 | -9 | 9 | 4 | -4 | 2
CN(C(=S)SCc1ccccc1)C1CCS(=O)(=O)C1 (stereo not given) | 8 | 4 | -3 | 1 | -6 | 11 | 5 | 0 | 11
O=C(NC1CC2CCC(C1)N2Cc1ccco1)c1ccccc1 (stereo not given) | 8 | 2 | 0 | 0 | 11 | 3 | 8 | 1 | -2
COC(=O)c1cc(C(=O)c2ccc(Cl)cc2Cl)cn1C | 5 | -4 | -8 | 1 | 3 | 10 | -1 | -1 | -1
CCCOc1ncnc2c1[nH]c1ccccc12 | 1 | -2 | 3 | -2 | -2 | 4 | 0 | 0 | -1
CCC(C)[C@H](NC(=O)NCCCc1ccccc1)C(=O)OC (stereo not given in full) | -2 | 8 | 2 | 0 | 2 | 3 | 11 | 2 | -2
CC(=O)N1N=C(c2ccccc2)CC1c1cccc([N+](=O)[O-])c1 (stereo not given) | 3 | -1 | -3 | -2 | 6 | 6 | -1 | 1 | 1
COc1ccc(C(C)=O)cc1CN1C(=O)NC(CC(C)C)C1=O (stereo not given) | 3 | 0 | 0 | -1 | -1 | 2 | 3 | 0 | 8
Cc1ccc(NC(=O)CSc2nnc(-c3cccnc3)o2)c(C)c1 | 0 | 1 | 5 | 1 | 3 | 4 | 3 | -2 | 4
CC(=O)/C=C/c1ccc2ccccc2n1 | 1 | -6 | -7 | -3 | -12 | -1 | 7 | -2 | -5
COC(=O)c1ccccc1NC(=O)CN(CCc1ccccc1)S(C)(=O)=O | 0 | -1 | 5 | 2 | 1 | 1 | 3 | 1 | -2
CC(C)C(NS(=O)(=O)c1cccs1)C(=O)Nc1nc(C(C)(C)C)cs1 (stereo not given) | 9 | -1 | -9 | -5 | -2 | -4 | 0 | -2 | -7
O=C1c2ccccc2NC(c2cccc(F)c2)N1Cc1ccccc1 (stereo not given) | 0 | 6 | 3 | -3 | 8 | 2 | 5 | -3 | -8
CCCOc1ccc(C(C)=O)cc1CSCCC#N | 3 | -2 | 0 | 3 | 0 | 0 | 5 | 0 | 0
CC1=C(C(N)=O)C(c2ccc(Br)cc2)n2nc(CCCO)nc2N1 (stereo not given) | -2 | 3 | 4 | 6 | -4 | -2 | 1 | -4 | 1
COC(=O)C1=C(C)NC2=C(C(=O)c3ccccc32)C1c1ccc(-c2ccc(C(=O)O)cc2)o1 (stereo not given) | 15 | 13 | 19 | -1 | 13 | 13 | 47* | -7 | -1
COC(=O)c1ccccc1NC(=O)c1sc(=S)n(C)c1N | 2 | 3 | 15 | 0 | 1 | 7 | 14 | 4 | -6
O=C(/C(=C/O)N=Nc1ccccc1Cl)c1ccccc1 | 2 | 1 | 7 | 4 | 2 | 7 | 4 | 0 | 4
COc1cc2c(cc1OC)C(COc1ccc(F)cc1)N(C(C)=O)CC2 (stereo not given) | 2 | -15 | -4 | 2 | 4 | 4 | 15 | 5 | 7
CCC1CCCCN1C(=O)CSc1nnc(CNC(=O)c2ccco2)o1 (stereo not given) | 2 | 9 | 2 | -2 | 5 | 1 | 7 | 3 | 0
Cn1ccs/c1=N\C(=O)Nc1cccc(Cl)c1 | -2 | -1 | 6 | 5 | -6 | 4 | 6 | 1 | 5
O=C(NCC1CCCO1)C1CC(=O)N(c2cccc(Cl)c2)C1 (stereo not given) | 7 | 0 | 5 | 1 | 1 | 1 | 2 | -3 | -5
COc1ccc(-c2onc3ccc(C(C)=O)cc23)cc1 | 3 | -1 | 1 | -1 | 2 | 3 | 1 | -2 | 2

Some of the compounds tested (hit frequency here may not be typical).
